human PMI inhibition: inhibitors of human PMI, primary screen, biochemical, fluorescence intensity, coupled assay (AID 1209) | purified PMI enzyme, coupled fluorescence intensity; higher % means a stronger effect | one-dose inhibition, % at 20 µM; IC50 in µM for titrated hits | 0.42% of 190,000 active;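 also: plate controls were DMSO vehicle for no effect and wells lacking substrate for full effect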
Salmonella PhoP GFP: PhoP-dependent GFP reporter repression – Salmonella Typhimurium, primary screen (AID 1863); S. Typhimurium PhoP-regulated promoter GFP reporter, 4 h; higher % means a stronger effect; one-dose inhibition, % at 50 µM; IC50 in µM for titrated hits; 0.16% of 300,000 active;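 active = inhibition over 29.93%, a cutoff 3 SD above the screen mean, later confirmed by dose response; inconclusive = inhibition over 29.93% but no dose response follow-up; inactive = inhibition at most 29.93% or unconfirmed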;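 also: 0% = low Mg2+ inducing control and 100% = high Mg2+ repressing control; strong numbers were not always called active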
Myeloid diff 2: myeloid differentiation induction | calls only at 10 µM | ER-HoxA9 myeloid progenitors, lysozyme-GFP differentiation, flow cytometry | 1% of 360,000 active;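 active = normalized GFP-positive differentiation at or above the plate's own cutoff, the solvent-only control mean plus 3 SD; inconclusive = no clear call, values can overlap the other calls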;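 also: cells exposed to compound for four days before flow analysis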
WT yeast gro inh: growth inhibition of WT yeast, mitochondrial fusion screen; AID 1362; mitochondrial fusion phenotypic screen, WT strain; inhibition, % at 10 µM; 2.1% of 190,000 active; in the data active = inhibition above about 58%; tested in S. cerevisiae
XIAP displacement: XIAP antagonists, biochemical, IAP family, fluorescence polarization (AID 1018). XIAP BIR domain, fluorescence polarization peptide displacement; higher % means a stronger effect. 0.007% of 200,000 active. displacement, % at 20 µM, or IC50 in µM where a hit was titrated; in the data active = displacement above about 50%; also: a part of the inactive calls stands beside numbers as strong as those of hits
RSV antiviral HEp-2: RSV antiviral activity via CPE protection, HEp-2 cells, primary 10 µM value included (AID 2391). HEp-2 cells, RSV-induced CPE inhibition; higher % means a stronger effect. CPE inhibition, % at 10 µM, or IC50 in µM where a hit was titrated. 0.13% of 310,000 active; in the data active = a potency from the dose series; inconclusive = CPE inhibition mostly from about 23% at the one dose, without a potency; inactive = the rest, 99 in 100 with CPE inhibition below about 21%; also: strong numbers were not always called active
PMI inhibition: human PMI inhibitors, high substrate, primary screen, biochemical, fluorescence intensity, high mannose 6-phosphate (AID 1220); recombinant PMI enzyme, coupled fluorescence intensity; higher % means a stronger effect; inhibition, % at 20 µM, or IC50 in µM where a hit was titrated; 0.66% of 190,000 active
Siah-1 displacement: blockers of Siah-1 interaction with plectin peptide – biochemical, fluorescence polarization, rhodamine-plectin, uHTS, primary screen (AID 1817). Siah-1 / rhodamine-plectin peptide fluorescence polarization; higher % means a stronger effect. displacement, % at 20 µM, or IC50 in µM where a hit was titrated. 0.02% of 290,000 active;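 active = displacement of at least 50% at 20 µM, with a fluorescence ratio check between 0.3 and a set limit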;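 also: plate controls were Siah plus tracer with DMSO for no effect and tracer alone without Siah for full effect; strong numbers were not always called active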
TNAP activators: stimulation of alkaline phosphatase TNAP activity – biochemical, luminescent, no phosphate acceptor, uHTS, primary screen (AID 1001); purified TNAP, luminescent activation assay, no phosphate acceptor; higher activation fold means a stronger effect; one-dose activation fold at 20 µM; EC50 in µM for titrated hits; 0.03% of 200,000 active; in the data active = activation fold from about 3, or a potency from the dose series; inactive = the rest, 99 in 100 with activation fold below about 1.6; also: many of its hits are not listed in these tables
WT yeast gro inh mutant strain: recorded beside WT yeast gro inh, whose call it bears; inhibition, %; mitochondrial fusion phenotypic screen, mutant strain inhibition
Myeloid diff 2 GFP+ MAC1+ %: second read-out of Myeloid diff 2, no call of its own (marks repeat the call); GFP+ MAC1+ double positive, %; measured here: differentiation confirmed by MAC1 staining
* hit, by the source's call; i = inactive; ? = inconclusive; · = no result given. Rule as the data show it, unless noted: active = inhibition above about 50%; inactive = the rest.

SMILES	human PMI inhibition	Salmonella PhoP GFP	Myeloid diff 2	Myeloid diff 2 GFP+ MAC1+ %	WT yeast gro inh	WT yeast gro inh mutant strain	XIAP displacement	RSV antiviral HEp-2	PMI inhibition	Siah-1 displacement	TNAP activators
CC1CN(CCOc2cccc(Oc3ccccc3)c2)CC(C)O1 (stereo not given)	·	-4%	i	0.0	·	·	·	0.4%	·	6%	·
Clc1cccc(Nc2nc(-c3cccnc3)cs2)c1	·	-2%	i	0.7	39	29	-8.3%	14%	·	3%	1.1
O=C(NNC(=O)c1ccccc1[N+](=O)[O-])c1ccco1	-5%	0%	i	0.1	3	-7	-4.5%	0.9%	-3%	-5%	1.1
CCC(=O)N(CCC(c1ccccc1)c1ccco1)Cc1cccs1 (stereo not given)	2%	0%	i	0.9	31	19	-6.1%	1.1%	-11%	-3%	1.1
CCOC(=O)c1c(CN(C)C)n(C)c2c(O)c(N=NC(N)=O)c3ccc(Br)cc3c12	·	7%	i	0.5	·	·	·	1.1%	·	-2%	·
COc1ccc(-n2c(=O)cc(N3CCc4ccccc43)[nH]c2=O)cc1	5%	-4%	i	1.0	-15	-7	-1.0%	2.2%	15%	15%	1.1
CCOC(=O)C1CSC(CC(=O)Nc2ccc(OC(F)(F)F)cc2)C(=O)N1 (stereo not given)	·	-3%	i	0.3	·	·	·	2.3%	·	-3%	·
O=C(CSc1nnnn1C1CC2CCC1C2)Nc1ccnc2ccccc12 (stereo not given)	0%	13%	i	1.9	14	6	-4.2%	2.8%	-14%	-2%	1
CCCC(C(=O)c1ccccc1)n1cncn1 (stereo not given)	5%	-5%	i	0.4	-3	-9	-4.9%	0.9%	-6%	6%	1.1
CC(C)(C)C(=O)NC(=S)NNC(=O)c1ccc(Cl)cc1Cl	2%	-2%	i	0.1	-4	-20	-16%	0.6%	0%	1%	2.2
O=C(O)/C(CC(=O)c1ccc(Cl)cc1)=N/Nc1ccc([N+](=O)[O-])cc1[N+](=O)[O-]	·	1%	i	0.9	·	·	·	3.5%	·	3%	·
Cc1cc(NC(=O)c2ccc3c(c2)C(=O)N(C)C3=O)no1	13%	-2%	i	0.7	18	9	-8.2%	-0.1%	9%	-2%	1.1
Cn1c(=O)cc(OCC(=O)NCc2ccccn2)c2ccccc21	-10%	1%	i	1.0	-7	-19	-1.2%	2.2%	-5%	-4%	1.1
CC1CCC(C(C)C)C(OC(=O)Cn2c(-c3ccc(F)cc3)[n+](C)c3ccccc32)C1 (stereo not given)	-2%	5%	i	1.4	23	5	-10%	2.8%	-5%	-2%	0.9
CC(=O)c1ccc(Oc2nc3c(c(=O)n(C)c(=O)n3C)n2C)cc1	-5%	3%	i	0.2	-8	-8	-5.0%	1.7%	5%	7%	0.9
CCOc1ccc(S(=O)(=O)NCCC(=O)OCC(=O)c2ccc[nH]2)cc1	1%	10%	i	0.4	-9	-4	-5.3%	0.4%	6%	38%	1.2
CCN(CC(=O)Nc1cccc(S(=O)(=O)N2CCCC2)c1)CC(=O)Nc1ccccc1OC	16%	-2%	i	0.6	-15	-3	-0.9%	6.7%	16%	-5%	1.1
COCCN(Cc1cc2cc3c(cc2nc1Cl)OCO3)C(=O)c1ccc(C)cc1	·	-1%	i	0.2	-4	2	-3.6%	5.9%	·	-2%	1
O=C(Nc1cccc(NC(=O)c2ccco2)c1)c1ccc2c(c1)OCCO2	17%	-2%	i	1.3	24	5	-3.9%	0.7%	14%	0%	1.1
NC(=O)C1CCN(C(=O)COc2cccc3ccccc23)CC1	-3%	-4%	i	3.6	10	9	-6.6%	-0.5%	-4%	-2%	1.1
CC1CC(C)CN(C(=S)Nc2ccc(SC(F)F)cc2)C1 (stereo not given)	13%	6%	i	0.2	16	-3	-5.9%	0.6%	2%	5%	1
[O-]/[N+](=C\c1ccc(OC(F)F)cc1)c1ccccc1	21%	-11%	i	1.1	4	-6	-6.6%	1.6%	16%	0%	1.2
O=C(CSc1nnc(CN2CCOCC2)n1-c1ccc(Cl)cc1)Nc1ccc2c(c1)OCO2	-3%	2%	i	6.3	-10	0	-5.6%	1.8%	-3%	5%	1.1
COCCCNC(=O)Cn1cnc2sc(C)c(S(=O)(=O)N3CCN(c4ncccn4)CC3)c2c1=O	1%	-3%	i	0.5	-21	-5	3.6%	-0.6%	9%	-1%	1.1
COCCCN(C(=O)c1cc2c(s1)CCC2)c1c(N)n(Cc2ccccc2)c(=O)[nH]c1=O	15%	1%	i	0.4	-8	8	-6.0%	0.8%	21%	22%	1
Further results
SMILES	human PMI inhibition	Salmonella PhoP GFP	Myeloid diff 2	Myeloid diff 2 GFP+ MAC1+ %	WT yeast gro inh	WT yeast gro inh mutant strain	XIAP displacement	RSV antiviral HEp-2	PMI inhibition	Siah-1 displacement	TNAP activators
O=c1cc(C(F)(F)F)[nH]c2ccc(C(F)(F)F)cc12	·	4%	i	1.3	·	·	·	3.7%	·	2%	·
COc1ccccc1N1CCN(C(=O)c2cc(-c3ccc(Br)cc3)on2)CC1	14%	-8%	i	7.7	12	-22	-2.7%	0.2%	9%	-5%	1.1
O=C(COC(=O)CCc1ccccc1)Nc1ccc(F)cc1Cl	·	-3%	i	1.5	·	·	·	1.2%	·	-1%	·
COc1ccccc1CNC(=O)Nc1cccs1	11%	28%	i	0.8	6	-2	-3.9%	0.6%	-15%	-4%	1.1
Cc1ccc(C)c(N2CCN(C(=O)c3ccccc3Br)CC2)c1	·	-1%	i	0.4	58*	35*	·	14%	·	·	·
COCCN(C(=O)c1snc(C(N)=O)c1N)C(C(=O)NC1CCCCC1)c1ccc(F)cc1 (stereo not given)	·	0%	i	0.8	·	·	·	0.2%	·	0%	·
Cc1ccc(S(=O)(=O)NC(CC(=O)O)c2ccc(F)cc2)cc1 (stereo not given)	·	-1%	i	0.8	·	·	·	0.2%	·	-4%	·
COc1ccc(OCC(=O)N/N=C(\C)c2ccc(OC)cc2)cc1	-1%	-3%	i	0.2	1	3	-1.7%	0.9%	2%	3%	1.1
Cc1ccc(S(=O)(=O)NCC2CCC(C(=O)N3CCOCC3)CC2)cc1 (stereo not given)	·	1%	i	0.4	·	·	·	-0.2%	·	-8%	·
CC(c1ccccc1)C(CC(=O)O)C(=O)Nc1ccc(Cl)c(Cl)c1 (stereo not given)	·	1%	i	0.3	·	·	·	1.1%	·	-2%	·
COc1ccc2c(=O)c3c(=O)n(Cc4ccco4)c(C4CCCCC4)nc3oc2c1	-4%	·	·	·	·	·	-1.7%	·	3%	31%	1.1
COc1ccc(NC(=O)Nc2cnccn2)c(OC)c1	·	2%	i	0.6	·	·	·	-0.7%	·	-2%	·
COc1cc(OC)c(Nc2cc(C)nc3nc(C)nn23)cc1Cl	4%	5%	i	1.8	5	-6	0.3%	3.0%	4%	1%	1.2
C/C(=N\NC(=O)c1ccc(CSc2nncn2C)cc1)c1ccc2ccccc2c1	6%	-2%	i	0.3	-6	-23	-6.3%	1.9%	24%	7%	1.1
ON=C1c2cc(OCCN3CCCCC3)ccc2-c2ccc(OCCN3CCCCC3)cc21	·	-7%	?	·	·	·	·	0.3%	·	-2%	·
COc1ccc(-c2nn(-c3ccccc3)cc2C(=O)NC(=S)Nc2cc(Cl)ccc2Cl)cc1	·	0%	i	0.6	·	·	·	8.2%	·	-5%	·
Cc1ccc(Cl)cc1N1CCN(C(=O)c2noc(C)c2[N+](=O)[O-])CC1	·	-3%	i	4.2	·	·	·	7.1%	·	-1%	·
O=S1(=O)CCN2C=C(Br)C=C(Br)C2=N1	2%	-2%	i	11	11	-8	-8.1%	-0.1%	1%	-2%	1.1
CCSc1nc2cc(OC)c(OC)cc2c(=O)n1CCc1ccccc1	-5%	0%	i	10	-7	-8	-7.4%	·	-14%	-2%	1.1
COc1cccc(-c2cnc(NCc3cc(Cl)ccc3O)n2C)c1	9%	25%	i	1.1	30	28	-4.1%	11%	7%	2%	1.1
COc1ccc(CN(C)C(c2ccccc2)c2nnnn2-c2ccccc2C)c(OC)c1C (stereo not given)	8%	21%	i	0.7	74*	45*	2.5%	12%	3%	3%	1.1
CCOCCCNS(=O)(=O)c1ccc2c(c1)CCN2C(=O)CC	12%	-5%	i	0.6	0	26	-1.8%	0.9%	10%	-3%	1
Cc1ccc(-c2nc3ccccc3c(=O)n2NC(=O)COc2ccccc2)cc1	6%	0%	i	0.6	-9	-5	3.2%	0.6%	4%	4%	1
Cc1ccc(NS(=O)(=O)c2ccc(NS(=O)(=O)c3cccs3)cc2)cc1	0%	-1%	i	0.8	-14	-16	-8.3%	0.6%	-1%	4%	1
Brc1ccc(OCCN2CCOCC2)cc1	·	-3%	i	0.1	·	·	·	1.4%	·	7%	·
The list continues:
SMILES	human PMI inhibition	Salmonella PhoP GFP	Myeloid diff 2	Myeloid diff 2 GFP+ MAC1+ %	WT yeast gro inh	WT yeast gro inh mutant strain	XIAP displacement	RSV antiviral HEp-2	PMI inhibition	Siah-1 displacement	TNAP activators
CC(C)(C)NC(=O)CSc1nncn1-c1ccccc1	-8%	2%	i	2.4	-15	-5	-6.1%	-0.5%	-11%	1%	1
CNS(=O)(=O)c1ccc(NC(=O)Nc2ccc3c(c2)OCO3)cc1	·	5%	i	0.7	·	·	·	5.2%	·	13%	·
Cc1ccc(-c2noc(-c3cccs3)n2)cc1	6%	-2%	i	6.9	37	30	-2.8%	3.6%	3%	-4%	1
CC1CCN(C(=O)CS(=O)(=O)Cc2ccccc2)CC1	·	3%	i	0.9	·	·	·	0.1%	·	2%	·
COc1ccc(NC(=O)c2scc(S(=O)(=O)C(C)C)c2N)cc1	·	-4%	i	0.2	·	·	·	1.5%	·	13%	·
Cc1ccccc1C(=O)Nc1ccc(O)cc1C(=O)O	-3%	-8%	i	1.2	-20	-9	-1.8%	0.0%	-4%	3%	1
O=[N+]([O-])c1cc(C(F)(F)F)cc([N+](=O)[O-])c1NCc1cccnc1	4%	5%	i	0.4	5	-15	-1.7%	2.4%	7%	-6%	1
COc1ccc(-c2n[nH]c3c2CN(C(=O)c2ccc(F)cc2)CC3)cc1	·	7%	i	1.0	·	·	·	15%	·	-4%	·

Part of the list above, with values under each structure.
Each structure is followed by: human PMI inhibition | Salmonella PhoP GFP | Myeloid diff 2 | Myeloid diff 2 GFP+ MAC1+ % | WT yeast gro inh | WT yeast gro inh mutant strain | XIAP displacement | RSV antiviral HEp-2 | PMI inhibition | Siah-1 displacement | TNAP activators
Cc1ccc(-c2noc(-c3cccs3)n2)cc1
    6% | -2% | i | 6.9 | 37 | 30 | -2.8% | 3.6% | 3% | -4% | 1
CC1CCN(C(=O)CS(=O)(=O)Cc2ccccc2)CC1
    · | 3% | i | 0.9 | · | · | · | 0.1% | · | 2% | ·
COc1ccc(NC(=O)c2scc(S(=O)(=O)C(C)C)c2N)cc1
    · | -4% | i | 0.2 | · | · | · | 1.5% | · | 13% | ·
Cc1ccccc1C(=O)Nc1ccc(O)cc1C(=O)O
    -3% | -8% | i | 1.2 | -20 | -9 | -1.8% | 0.0% | -4% | 3% | 1
O=[N+]([O-])c1cc(C(F)(F)F)cc([N+](=O)[O-])c1NCc1cccnc1
    4% | 5% | i | 0.4 | 5 | -15 | -1.7% | 2.4% | 7% | -6% | 1
